GDH-TPI counter = GDH-TPI coupling enzyme inhibitors, primary screen, artefact control for M. tuberculosis FBA inhibitor project, biochemical, absorbance, full deck. GDH-TPI coupled enzyme counterscreen, NADH absorbance. AID 588335, 2011. actives 1.2% (n = 360,000). inhibition, % at 4.8 µM;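 further: 0% = DMSO wells and 100% = wells lacking the enzyme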
CCHF vOTU inh = CCHFV vOTU protease inhibitors, primary screen, biochemical, Pep-AMC substrate, fluorescence; Crimean-Congo hemorrhagic fever virus L polyprotein viral ovarian tumor (vOTU) protease …; inhibition, % at 11.5 µM; actives 0.55% (n = 370,000); AID 651958, 2012; further: 0% = vehicle wells with enzyme and 100% = no enzyme wells
BioA inh = M. tuberculosis BioA enzyme inhibitors, primary screen, biochemical, plate reader, single point, HTS; purified M. tuberculosis BioA enzyme; actives 0.096% (n = 360,000); AID 602481, 2012; inhibition, % at 9.99 µM; 7,8-diaminopelargonic acid synthase BioA (Mycobacterium tuberculosis); in the data active means inhibition above about 40%; inconclusive means no clear call, values can overlap the other calls
Mtb UGM inh = M. tuberculosis UGM enzyme inhibitors, primary screen, biochemical, fluorescence polarization, single point; actives 0.06% (n = 320,000); inhibition, % at 10 µM; purified UGM, fluorescence polarization probe displacement; UDP-galactopyranose mutase (Mycobacterium tuberculosis (strain ATCC 25618 / H37Rv)), …; in the data active means inhibition above about 10%, passing the limit was not always enough; inconclusive means no clear call, values can overlap the other calls
Target sequence (P9WIQ1 whole entry, looked up): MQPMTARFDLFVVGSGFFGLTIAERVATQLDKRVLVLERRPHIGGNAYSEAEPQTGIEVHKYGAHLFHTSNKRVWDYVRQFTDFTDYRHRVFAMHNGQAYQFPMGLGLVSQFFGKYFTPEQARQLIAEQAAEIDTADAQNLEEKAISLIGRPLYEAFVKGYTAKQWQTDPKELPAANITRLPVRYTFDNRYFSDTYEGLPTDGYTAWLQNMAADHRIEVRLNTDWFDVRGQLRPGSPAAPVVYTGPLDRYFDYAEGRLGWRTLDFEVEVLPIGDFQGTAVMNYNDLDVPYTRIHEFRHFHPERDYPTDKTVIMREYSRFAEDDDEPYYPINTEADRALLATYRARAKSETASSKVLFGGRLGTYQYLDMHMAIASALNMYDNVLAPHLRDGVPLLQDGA
FBA Mtb inh = Mtb FBA enzyme inhibitors, primary screen, biochemical, fluorescence, strain H37Rv; Fructose-bisphosphate aldolase (Mycobacterium tuberculosis (strain ATCC 25618 / H37Rv)), …; inhibition, % at 1 µM; purified M. tuberculosis FBA, fluorescence read-out; actives 2.3% (n = 360,000); AID 588726, 2011; in the data active means inhibition above about 27%;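 further: 0% = vehicle and 100% = reference inhibitor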
Target sequence (P9WQA3 whole entry, looked up): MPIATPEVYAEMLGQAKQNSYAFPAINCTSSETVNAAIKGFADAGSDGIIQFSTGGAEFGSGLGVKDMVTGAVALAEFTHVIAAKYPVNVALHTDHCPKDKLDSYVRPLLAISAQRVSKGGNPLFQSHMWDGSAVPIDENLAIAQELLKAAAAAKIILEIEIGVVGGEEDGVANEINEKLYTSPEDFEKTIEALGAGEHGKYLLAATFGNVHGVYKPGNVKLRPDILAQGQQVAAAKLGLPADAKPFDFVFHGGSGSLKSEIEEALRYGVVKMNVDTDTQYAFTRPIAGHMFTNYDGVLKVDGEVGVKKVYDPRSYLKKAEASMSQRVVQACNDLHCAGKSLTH
PrPC surface inh = inhibitors of human cell surface prion protein PrPC, primary screen, cell-based, TR-FRET; TR-FRET read-out; inhibition, % at 13.8 µM; actives 0.43% (n = 370,000); AID 720596, 2013; in the data active means inhibition above about 24%; further: 0% = median of the test wells and 100% = reference compound wells
BoNT A protease = BoNT/A light chain protease inhibitors, primary screen, biochemical, flow cytometry, MLPCN library; inhibition, % at 10 µM; actives 0.17% (n = 360,000); multiplex microsphere protease substrate cleavage; Botulinum neurotoxin type A light chain protease (Clostridium botulinum A str. ATCC 3502); AID 588499, 2011; in the data active means inhibition above about 30%; inconclusive means no clear call, values can overlap the other calls; further: plate controls were buffer without enzyme for full effect and enzyme alone for no effect
FadD28 FP inh = inhibitors of FadD28 bisubstrate probe binding, primary screen, biochemical, fluorescence polarization, single point | Mycobacterium tuberculosis FadD28 fatty-acid-AMP ligase | inhibition, % at 12.5 µM | actives 0.22% (n = 360,000) | AID 588549, 2011; in the data active means inhibition above about 8.5%, passing the limit was not always enough; inconclusive means no clear call, values can overlap the other calls
BoNT-F LC inh = BoNT/F light chain protease inhibitors, primary screen, biochemical, flow cytometry, MLPCN library; Botulinum neurotoxin type F light chain protease (Clostridium botulinum); Multiplex microsphere protease cleavage assay; inhibition, % at 10 µM; actives 0.22% (n = 360,000); in the data active means inhibition above about 35%, passing the limit was not always enough; inconclusive means no clear call, values can overlap the other calls; further: plate controls were buffer without enzyme for full effect and enzyme alone for no effect
* hit, by the source's call. Unless noted, no stated cut-off is given here; in the data, active means inhibition above about 30%; inactive means the rest.

`O=[N+]([O-])c1cc(S(=O)(=O)N2CCCC2)ccc1NCCCN1CCOCC1` gave GDH-TPI counter 1, CCHF vOTU inh 6, Mtb UGM inh -0.1, FBA Mtb inh -6, PrPC surface inh -25, BoNT A protease 0.1, FadD28 FP inh -1.0 and BoNT-F LC inh -4.
For Cc1ccc(-n2ncc3c2CC(C)(C)CC3NC(=O)CCCN2CCCC2=O)cc1 (stereo not drawn) the results were GDH-TPI counter -9, CCHF vOTU inh 7, BioA inh 1.5, Mtb UGM inh -2.1, FBA Mtb inh -2, PrPC surface inh 1, BoNT A protease -0.4, FadD28 FP inh -3.2 and BoNT-F LC inh 3.
Cc1cccc(-n2c(N)cc(=O)nc2SCC(=O)Nc2cc(C)on2)c1 was read as GDH-TPI counter 8, CCHF vOTU inh 11, BioA inh -0.6, Mtb UGM inh -0.2, FBA Mtb inh -1, PrPC surface inh 4, BoNT A protease -0.4, FadD28 FP inh -0.2 and BoNT-F LC inh 7.
Cc1ccc(S(=O)(=O)N2C[C@H]3[C@H]4C(=O)N(C)C(=O)[C@H]4CC(=O)[C@H]3[C@@H]2c2ccccc2Cl)cc1 was read as CCHF vOTU inh -10, BioA inh -1.0, FBA Mtb inh 0, PrPC surface inh -3, BoNT A protease -0.3, FadD28 FP inh -3.3 and BoNT-F LC inh 7.
`CCC(=O)N(Cc1cc2ccc(C)cc2[nH]c1=O)c1ccccc1OC` gave GDH-TPI counter 15, CCHF vOTU inh 10, BioA inh -1.1, Mtb UGM inh 0.5, FBA Mtb inh 5, PrPC surface inh 7, BoNT A protease -1.1, FadD28 FP inh 0.0 and BoNT-F LC inh 29.
O=C1CN(c2ccc(Cl)cc2)C(=O)CN1NC(=S)Nc1ccc(Cl)cc1 was read as GDH-TPI counter 5, CCHF vOTU inh -6, BioA inh 5.2, Mtb UGM inh 0.4, FBA Mtb inh 0, PrPC surface inh -3, BoNT A protease 0.0, FadD28 FP inh 0.5 and BoNT-F LC inh 3.
`CCCCN1CCCCC1C(=O)Nc1c(C)cc(C)cc1C` (stereo not drawn) gave GDH-TPI counter 8, CCHF vOTU inh -6, BioA inh -0.8, Mtb UGM inh 2.4, FBA Mtb inh -6, PrPC surface inh -4, BoNT A protease -0.8, FadD28 FP inh -2.5 and BoNT-F LC inh -13.
Screening O=C(OCn1nnc2ccccc2c1=O)c1cccnc1Cl returned GDH-TPI counter -8, CCHF vOTU inh -12, BioA inh -1.1, Mtb UGM inh -5.5, FBA Mtb inh 0, PrPC surface inh 1, BoNT A protease 0.3, FadD28 FP inh -4.6 and BoNT-F LC inh 1.
`COc1ccc(C(=O)N2CCN(c3ncccn3)CC2)cc1` gave GDH-TPI counter 10, BioA inh -1.5, Mtb UGM inh -1.1, FBA Mtb inh 1, BoNT A protease 1.9, FadD28 FP inh 1.3 and BoNT-F LC inh -19.
For CCCN(CC#CCOc1ccc(OC)cc1)CCC the results were GDH-TPI counter 0, CCHF vOTU inh 4, BioA inh 1.4, Mtb UGM inh -1.4, FBA Mtb inh 1, PrPC surface inh -5, BoNT A protease -1.2, FadD28 FP inh -2.7 and BoNT-F LC inh -19.
Screening O=C(CCCN=C1NS(=O)(=O)c2ccccc21)OCc1ccc(F)cc1 returned GDH-TPI counter 0, CCHF vOTU inh -3, Mtb UGM inh 1.0, FBA Mtb inh 6, PrPC surface inh -6, BoNT A protease -3.2, FadD28 FP inh -3.4 and BoNT-F LC inh -1.
`O=C(COC(=O)c1ccco1)NCc1ccccc1Cl` gave GDH-TPI counter 0, CCHF vOTU inh 4, BioA inh -1.5, Mtb UGM inh 5.2, FBA Mtb inh 0, PrPC surface inh 2, BoNT A protease 0.2, FadD28 FP inh 0.3 and BoNT-F LC inh -5.
`CC[N+]1(C)CCC(O)(/C=C/c2ccccc2)C(C(=O)/C=C/c2ccccc2)C1` (stereo not drawn) gave GDH-TPI counter 16, CCHF vOTU inh 21, FBA Mtb inh -2, PrPC surface inh 6, BoNT A protease -0.1, FadD28 FP inh -1.6 and BoNT-F LC inh -18.
For Cc1ccc(NS(=O)(=O)c2ccccc2)c2c1CC(C)(C)O2 the results were GDH-TPI counter 1, CCHF vOTU inh 17, BioA inh -1.5, Mtb UGM inh 1.0, FBA Mtb inh 2, PrPC surface inh 6, BoNT A protease -0.2, FadD28 FP inh -1.3 and BoNT-F LC inh -5.
Screening COc1ccc(-n2nc(C(=O)NCC(=O)NCCCN3CCOCC3)c3ccccc3c2=O)cc1OC returned GDH-TPI counter 17, CCHF vOTU inh -12, BioA inh -0.7, Mtb UGM inh 7.5, FBA Mtb inh 1, PrPC surface inh -4, BoNT A protease 0.3, FadD28 FP inh -0.8 and BoNT-F LC inh 5.

Some of these compounds in order of SMILES length, largest number first:
`O=[N+]([O-])c1cc(S(=O)(=O)N2CCCC2)ccc1NCCCN1CCOCC1` gave GDH-TPI counter 1, CCHF vOTU inh 6, Mtb UGM inh -0.1, FBA Mtb inh -6, PrPC surface inh -25, BoNT A protease 0.1, FadD28 FP inh -1.0 and BoNT-F LC inh -4.
`O=C(COC(=O)c1ccco1)NCc1ccccc1Cl` gave GDH-TPI counter 0, CCHF vOTU inh 4, BioA inh -1.5, Mtb UGM inh 5.2, FBA Mtb inh 0, PrPC surface inh 2, BoNT A protease 0.2, FadD28 FP inh 0.3 and BoNT-F LC inh -5.
For CCCN(CC#CCOc1ccc(OC)cc1)CCC the results were GDH-TPI counter 0, CCHF vOTU inh 4, BioA inh 1.4, Mtb UGM inh -1.4, FBA Mtb inh 1, PrPC surface inh -5, BoNT A protease -1.2, FadD28 FP inh -2.7 and BoNT-F LC inh -19.

Continued:
For CCCSc1ccc([C@H]2N[C@@](C)(C(=O)OC)[C@H]3C(=O)N(CC)C(=O)[C@@H]23)cc1 the results were GDH-TPI counter -7, CCHF vOTU inh 2, BioA inh 0.8, Mtb UGM inh -3.0, FBA Mtb inh -1, PrPC surface inh -2, BoNT A protease 0.3, FadD28 FP inh -3.5 and BoNT-F LC inh -6.
Screening COc1ccc(N2CCN(c3c(S(=O)(=O)c4ccccc4)cnc4ccc(OC)cc34)CC2)cc1 returned GDH-TPI counter 3, CCHF vOTU inh 16, Mtb UGM inh 0.6, FBA Mtb inh -3, PrPC surface inh 3, BoNT A protease -0.3, FadD28 FP inh -3.9 and BoNT-F LC inh -3.
COc1ccc(NS(=O)(=O)c2cc(NC(=O)c3ccc(F)cc3)ccc2OC)cc1 was read as GDH-TPI counter -2, CCHF vOTU inh -6, BioA inh 1.6, Mtb UGM inh 0.0, FBA Mtb inh -4, PrPC surface inh 4, BoNT A protease 0.0, FadD28 FP inh -6.7 and BoNT-F LC inh -4.
For O=C(CSc1nncc2ccccc12)Nc1ccc(F)cc1 the results were GDH-TPI counter 10, CCHF vOTU inh 6, BioA inh 0.1, Mtb UGM inh -2.6, FBA Mtb inh -2, PrPC surface inh 37*, BoNT A protease -0.9, FadD28 FP inh -5.0 and BoNT-F LC inh -4.
CCn1c(SCC(=O)n2nc(C)cc2C)nnc1-c1ccc2c(c1)OCO2 was read as GDH-TPI counter 4, CCHF vOTU inh -2, Mtb UGM inh 2.8, FBA Mtb inh 3, PrPC surface inh 1, BoNT A protease -1.7, FadD28 FP inh 0.3 and BoNT-F LC inh -12.
For COc1cccc(CNC(=O)C2CCN(S(=O)(=O)N3CCC(C)CC3)CC2)c1 the results were GDH-TPI counter 11, CCHF vOTU inh -8, BioA inh -4.6, Mtb UGM inh -4.9, FBA Mtb inh 4, PrPC surface inh 4, BoNT A protease -0.1, FadD28 FP inh 1.1 and BoNT-F LC inh -3.
Screening Cc1cc(Br)ccc1NC(=O)c1sc2ncn(CC(=O)N3CCN(c4ccccn4)CC3)c(=O)c2c1C returned GDH-TPI counter 8, CCHF vOTU inh 4, BioA inh -0.7, Mtb UGM inh -1.0, FBA Mtb inh 1, PrPC surface inh 1, BoNT A protease -0.1, FadD28 FP inh -5.1 and BoNT-F LC inh 4.
`COc1ccc(Nc2nc(N)nc(CN3CCN(c4ccccn4)CC3)n2)cc1` gave GDH-TPI counter 6, CCHF vOTU inh 5, BioA inh 0.5, Mtb UGM inh 2.8, FBA Mtb inh 4, PrPC surface inh -3, BoNT A protease -0.8, FadD28 FP inh -5.1 and BoNT-F LC inh 4.
`COc1ccc(Cl)cc1NC(=O)CN(C)C(=O)c1cc2c(F)cccc2s1` gave GDH-TPI counter 15, CCHF vOTU inh 0, BioA inh -1.2, Mtb UGM inh -1.3, FBA Mtb inh 2, PrPC surface inh 4, BoNT A protease 4.3, FadD28 FP inh 0.5 and BoNT-F LC inh 4.
For O=C(c1cc(S(=O)(=O)N2CCOCC2)ccc1F)N1CCc2ccccc21 the results were GDH-TPI counter 5, CCHF vOTU inh 7, BioA inh -2.3, Mtb UGM inh -1.0, FBA Mtb inh 2, PrPC surface inh 10, BoNT A protease 1.6, FadD28 FP inh -0.6 and BoNT-F LC inh 4.
Screening CC1(C)CC(=O)C=C(c2ccc3[nH]ccc3c2)C1 returned GDH-TPI counter 34*, CCHF vOTU inh 6, BioA inh 1.1, Mtb UGM inh -2.0, FBA Mtb inh -2, PrPC surface inh 2, BoNT A protease 0.3, FadD28 FP inh -5.5 and BoNT-F LC inh 5.
`CC(NC(=O)NCc1cccnc1)(C(F)(F)F)C(F)(F)F` gave GDH-TPI counter 1, CCHF vOTU inh -10, BioA inh -2.1, Mtb UGM inh 2.1, FBA Mtb inh 2, PrPC surface inh 1, BoNT A protease 0.2, FadD28 FP inh 0.2 and BoNT-F LC inh 12.
For Cc1cc(C)c(CN2CCCC(CNC(=O)c3ccc(F)cc3)C2)c(-n2cccn2)c1 (stereo not drawn) the results were GDH-TPI counter 2, CCHF vOTU inh 6, Mtb UGM inh -4.8, FBA Mtb inh 3, PrPC surface inh -8, BoNT A protease 0.6, FadD28 FP inh 1.1 and BoNT-F LC inh -6.
For Cc1ccnc(NC(=O)CCc2c[nH]c3ccccc23)c1 the results were GDH-TPI counter 8, CCHF vOTU inh 8, BioA inh -0.4, Mtb UGM inh 0.7, FBA Mtb inh 5, PrPC surface inh 4, BoNT A protease -1.5, FadD28 FP inh 0.6 and BoNT-F LC inh -2.
Screening Nc1cccc2cc(-c3ccccc3)oc12 returned GDH-TPI counter 1, CCHF vOTU inh 7, BioA inh -0.8, Mtb UGM inh 1.2, FBA Mtb inh 13, PrPC surface inh 2, BoNT A protease -0.4, FadD28 FP inh -0.2 and BoNT-F LC inh inconclusive.
For Cc1cc(C(=O)COC(=O)c2cc(O)c3ccccc3c2O)c(C)n1CC1CCCO1 (stereo not drawn) the results were GDH-TPI counter 6, BioA inh -2.1, FBA Mtb inh 3, BoNT A protease 1.7, FadD28 FP inh 1.8 and BoNT-F LC inh -6.
Screening CC(C)(CC(=O)O)CC(=O)NCc1c(Cl)cccc1Oc1ccccc1 returned GDH-TPI counter 3, CCHF vOTU inh -10, Mtb UGM inh 1.7, FBA Mtb inh 3, PrPC surface inh -2, BoNT A protease 0.2, FadD28 FP inh -2.8 and BoNT-F LC inh inconclusive.
Screening CCOP(=O)(C#CC(C)(C)C)C(C)(O)c1ccccc1 (stereo not drawn) returned GDH-TPI counter -5, CCHF vOTU inh 4, BioA inh 0.7, Mtb UGM inh -0.3, FBA Mtb inh -1, PrPC surface inh -7, BoNT A protease 0.6, FadD28 FP inh -2.4 and BoNT-F LC inh inconclusive.
O=C(c1ccc2nc[nH]c2c1)N1CCN(S(=O)(=O)c2cccc(F)c2)CC1 was read as GDH-TPI counter -1, CCHF vOTU inh 3, BioA inh 1.9, Mtb UGM inh 0.2, FBA Mtb inh 5, PrPC surface inh 9, BoNT A protease -1.3, FadD28 FP inh 1.0 and BoNT-F LC inh -3.

Compounds as they come; overall some 4.8% were active at least once.
